Bioassay records (PubChem BioAssay)
SV40 large T antigen = TAg ATPase/helicase activity blockers – biochemical (AID 1903); SV40 large T antigen ATPase/helicase inhibition assay; higher % means a stronger effect; one-dose inhibition, % at 20 µM; IC50 in µM for titrated hits; 310,000 compounds, 0.39% hits; in the data active = a potency from the dose series; inconclusive = inhibition mostly from about 32% at the one dose, without a potency; inactive = the rest, 99 in 100 with inhibition below about 32%; also: strong numbers were not always called active
GPR35 antagonists = GPR35 antagonists blocking zaprinast-driven arrestin recruitment, primary screen, imaging, U2OS, beta-arrestin-GFP, zaprinast agonist (AID 2058); U2OS GPR35 beta-arrestin-GFP translocation imaging, zaprinast antagonism; higher % means a stronger effect; inhibition, % at 10 µM; hits with a dose series show IC50 in µM; 290,000 compounds, 0.052% hits;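 active = inhibition of at least 50% with at least 30 cells and total cytoplasm GFP at most 10,000,000; inconclusive = under 30 cells or total GFP of 10,000,000 plus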
LYP inhibition = PTPN22 lymphoid phosphatase activity blockers – biochemical, fluorescence intensity, uHTS (AID 1779); recombinant LYP phosphatase, fluorescence intensity; higher % means a stronger effect; inhibition, % at 11.5 µM, or IC50 in µM where a hit was titrated; 290,000 compounds, 0.054% hits; in the data active = inhibition above about 50%;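 also: plate controls were vehicle with enzyme for no effect and no enzyme for full effect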
PhoP inhibition = inhibitors of PhoP regulon expression, primary screen, Salmonella Typhimurium, GFP reporter (AID 1863); inhibition, % at 50 µM; hits with a dose series show IC50 in µM; S. Typhimurium PhoP-regulated promoter GFP reporter, 4 h; higher % means a stronger effect; 300,000 compounds, 0.16% hits;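 active = inhibition over 29.93%, a cutoff 3 SD above the screen mean, later confirmed by dose response; inconclusive = inhibition over 29.93% but no dose response follow-up; inactive = inhibition at most 29.93% or unconfirmed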;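 also: 0% = low Mg2+ inducing control and 100% = high Mg2+ repressing control; strong numbers were not always called active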
MgcRacGAP inhibition = MgcRacGAP GTPase-activating activity inhibitors, confirmation, biochemical, ADP Hunter fluorescence. MgcRacGAP-stimulated Rac1 GTP hydrolysis, ADP Hunter fluorescence; higher % means a stronger effect; GST-tagged Rac1 F28L mutant substrate. inhibition, % at 30 µM; hits with a dose series show IC50 in µM. 340,000 compounds, 0.6% hits;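 active = first-screen hits whose inhibition reached a set limit at any dose in the follow-up dose series; inconclusive = inhibition above the set first-screen limit but never retested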;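 also: fluorescence reports GDP produced by GAP-driven GTP hydrolysis; strong numbers were not always called active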
West Nile antiviral = inhibition of WNV-induced cytopathic effect – cell-based, CPE readout (AID 1621); 290,000 compounds, 0.02% hits; West Nile virus-infected cells, CPE inhibition; higher % means a stronger effect; CPE inhibition, % at 10 µM, or IC50 in µM where a hit was titrated; in the data active = a potency from the dose series; inconclusive = CPE inhibition mostly from about 3.7% at the one dose, without a potency; inactive = the rest, 99 in 100 with CPE inhibition below about 2.2%; also: strong numbers were not always called active
Dengue-2 NS5 capping = flavivirus cap methylation enzyme inhibition – biochemical, confirmation dose response, primary screen (AID 588689) | Dengue-2 NS5 methyltransferase capping enzyme assay, biochemical; higher % means a stronger effect | inhibition, % at 25 µM, or IC50 in µM where a hit was titrated | 340,000 compounds, 0.3% hits; in the data active = a potency from the dose series; inconclusive = inhibition above about 29% without an active follow-up result
CSM14.1 death rescue = rescue of cells from ER stress-induced death, primary screen, 384-well, CSM14.1, thapsigargin, ATP luminescence (AID 1222) | CSM14.1 thapsigargin-induced death rescue, ATP luminescence; higher % means a stronger effect | cellular ATP content (survival), % at 20 µM; hits with a dose series show EC50 in µM | 190,000 tested, under 10 active;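 active = EC50 below 50 µM in the dose-response confirmation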;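 also: death triggered by thapsigargin at about 15 µM added after 2 h compound pretreatment; cell ATP read after overnight thapsigargin exposure of roughly 18 to 22 hours; normalized against plate controls of thapsigargin alone and 5% DMSO vehicle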
RSV CPE inhibition = inhibition of RSV-induced cytopathic effect – HEp-2 cells, primary 10 µM value included (AID 2391) | HEp-2 cells, RSV-induced CPE inhibition; higher % means a stronger effect | one-dose CPE inhibition, % at 10 µM; IC50 in µM for titrated hits | 310,000 compounds, 0.13% hits; in the data active = a potency from the dose series; inconclusive = CPE inhibition mostly from about 23% at the one dose, without a potency; inactive = the rest, 99 in 100 with CPE inhibition below about 21%; also: strong numbers were not always called active
Dengue-2 NS5 capping pilot replicate = also measured in Dengue-2 NS5 capping; calls as there; inhibition, %; measured here: pilot screen replicate inhibition
* = called active by the depositor; u = inconclusive; x = no result given; & = joins results of further samples.

SMILES | SV40 large T antigen | GPR35 antagonists | LYP inhibition | PhoP inhibition | MgcRacGAP inhibition | West Nile antiviral | Dengue-2 NS5 capping | CSM14.1 death rescue | RSV CPE inhibition | others
CN(C)C(CNC(=O)Cc1cccc(C(F)(F)F)c1)c1ccco1 (stereo not drawn) | 3% | -7% | -6% | 1% | 2% | 0.7% | -10% | -16% | -0.8%
COc1cc(/C=C2/C(=N)N3N=C(CC(=O)N4CCOCC4)SC3=NC2=O)ccc1OCc1ccc(F)cc1 | -6% | 2% | -4% | -10% | -2% | 0.6% | 0% | x | 3.9%
COc1ccc(C)cc1NC(=O)COC(=O)c1ccc([N+](=O)[O-])o1 | 55% | 6% | -4% | 2% | 0% | 1.2% | -9% | -8.8% | 0.3%
O=C(N/N=C/c1cc(Cl)cc([N+](=O)[O-])c1O)c1ccc2c(c1)OCO2 | -6% | 10% | -2% | 1% | -3% | -1.2% | -13% | x | 0.3% | Dengue-2 NS5 capping pilot replicate=-3.1
Cc1ccc(S(=O)(=O)/C(C#N)=C/c2c(N3CC(C)OC(C)C3)nc3c(C)cccn3c2=O)cc1 (stereo not drawn) | 24% | -5% | 7% | 0% | 2% | 0.8% | -13% | -1.4% | 2.3% | Dengue-2 NS5 capping pilot replicate=-5.8
CC(CCN1C(Nc2ccccc2)=NC[C@@H]1C)c1ccccc1 (stereo partly drawn) | 13% | 0% | -16% | 1% | 1% | -1.8% | -8% | x | -0.1%
NC(=S)N/N=C/c1ccccc1OCc1cccc(Cl)c1 | -3% | -16% | -4% | -2% | 10% | -0.1% | -7% | -1.4% | -0.2%
CCN(CC)CCCNC(=O)COc1ccc2oc3c(c2c1)CCCC3 | 2% | 1% | -8% | -3% | 9% | -0.4% | 0% | x | -2.5%
C=CCOc1ccc(/C=C2\SC(=S)N(C(C(=O)O)c3ccccc3)C2=O)cc1 (stereo not drawn) | x | 1% | -3% | 1% | 12% | 0.3% | 40µM* | x | x
CCCCN(C)C(=O)C(Cc1ccccc1)NS(=O)(=O)c1ccc2c(c1)c(=O)n(C)c(=O)n2C (stereo not drawn) | 5% | 2% | -4% | 13% | 5% | 1.0% | 0% | -1.8% | 1.9%
COc1ccc(CC(=O)NNc2ncnc3c2cnn3-c2ccc(C)cc2)cc1OC | 3% | -10% | -1% | 0% | 7% | 0.8% | -5% | -0.3% | 3.3%
CCOCCCn1c(=O)c2ccccc2n2c(=S)[nH]nc12 | 31% | -8% | -2% | 1% | 22µM* | 0.4% | -10% | x | 0.2%
CCC1S/C(=C(\C#N)C(=O)NCc2ccco2)N(c2ccc(F)cc2)C1=O (stereo not drawn) | 7% | 6% | 2% | -2% | 3% | 0.3% | -1% | -4.0% | 0.6%
CCc1ccc(CNC(=O)C2CCN(S(=O)(=O)N3CCCC3)CC2)cc1 | 3% | 8% | -8% | -7% | 9% | 0.0% | -4% | x | 0.7%
CCN(CC(=O)Nc1ccccc1C(F)(F)F)C(=O)c1ccc(=O)n(Cc2ccccc2)n1 | 2% | -4% | -8% | 8% | 3% | -0.1% | 1% | x | 1.5%
Cn1c(=O)c(-c2cc(Br)ccc2N)nc2ccccc21 | 11% | -4% | 8% | -7% | 0% | 0.0% | -3% | -2.4% | 1.3%
CC(NS(=O)(=O)c1ccccc1)C(c1cccs1)N1CCN(C)CC1 (stereo not drawn) | 1% | 5% | 10% | 1% | 2% | -0.1% | -5% | -1.8% | -3.0%
COC(=O)N/N=C\c1cc2c(cc1Br)OCO2 | 6% | 8% | -9% | 0% | 3% | 0.1% | -2% | 8.4% | -0.3%
COc1ccc(CCNC(=O)CSc2ccc(-c3ccccc3)nn2)cc1OC | -4% | -2% | -10% | 17% | 3% | -0.4% | -5% | -1.4% | 3.8%
Cc1ccc(NC(=O)COC(=O)CN2C(=O)COc3ccccc32)cc1 | -3% | 5% | -8% | 25% | 5% | 0.0% | -1% | -4.6% | 1.9%
Cc1ccc(-c2cc(=O)c3ccc(F)cc3[nH]2)cc1 | 2% | -8% | -7% | -7% | 3% | -0.9% | -4% | -2.0% | 3.8%
S=C(Nc1ccc(Br)cc1Cl)NC1CCN(Cc2ccccc2)CC1 | 4% | 10% | -2% | -7% | 5% | -1.4% | -3% | -0.1% | 1.3%
Cc1cc(C)c(NC(=O)COC(=O)CCc2ccc(S(=O)(=O)N3CCCCC3)cc2)c(C)c1 | -4% | 10% | 5% | -6% | -9% | 0.4% | 6% | -2.8% | 0.5%
COc1ccc(CCn2ccc(O)c(Cc3c(F)cccc3Cl)c2=O)cc1OC | 6% | -12% | -2% | -6% | 5% | -0.2% | -1% | -0.9% | 2.5%
Cc1ccc(S(=O)(=O)Nc2cc(C(F)(F)F)ccc2N2CCOCC2)c(C)c1 | 4% | 11% | 10% | -11% | 12% | -1.5% | -7% | -1.7% | 2.1%
Cc1csc(SCC(=O)N(C)c2c(N)n(Cc3ccccc3)c(=O)[nH]c2=O)n1 | 26% | -1% | -5% | 2% | -2% | -0.3% | -2% | -0.7% | 0.3%
Cc1cccc(CN2CCCC(C(=O)N3CCCCC3)C2)c1 (stereo not drawn) | 18% | -4% | -8% | -9% | u | -0.2% | 1% | x | 2.7%
O=S(=O)(NCCc1ccccc1)c1ccc(-n2cnnn2)cc1 | 1% | 1% | -12% | 0% | 7% | -0.8% | 0% | x | 2.0%
Nc1n[nH]c(-c2cccc([N+](=O)[O-])c2)n1 | 19% | -9% | -5% | 1% | 6% | -0.8% | -4% | -1.5% | 1.4%
Cc1cccc(NS(=O)(=O)c2ccc(C)c(C(=O)NCc3ccncc3)c2)c1 | 2% | x | x | -3% | 3% | x | -9% | x | 1.2%
CS/C(=N\S(=O)(=O)c1cccs1)Nc1ccc(Br)cc1F | 9% | 4% | -8% | 5% | 2%&14% | -0.5% | 0%&3% | 2.9% | 1.2%
O=c1[nH]c2cc3c(cc2cc1CN(CCN1CCOCC1)C(=S)NCC1CCCO1)OCO3 (stereo not drawn) | -2% | 0% | -10% | 2% | 11% | 0.2% | -10% | -0.8% | 3.7%
COc1ccccc1/C=C/C1(C(=O)NC2CCCC2)CC(=O)N1c1ccc(C)cc1 (stereo not drawn) | 6% | -7% | 5% | 0% | 10% | -0.1% | -2% | -2.4% | 4.3%
Cn1c(NCCCN2CCOCC2)nc2c1c(=O)n(Cc1ccc(Cl)cc1)c(=O)n2C | 7% | 4% | -5% | 2% | 11% | 0.6% | -9% | 0.1% | -0.9%
Cc1cc(C(=O)O)cc(S(=O)(=O)NNC(=O)c2cccs2)c1C | 3% | -9% | -9% | 5% | -4% | -0.4% | -4% | x | -1.6%
Cc1cc(NC(=O)c2ccc(COc3ccccc3Cl)o2)no1 | 0% | -8% | 0% | -5% | 1% | -1.1% | -4% | 2.7% | -0.6%
O=C(Nc1ncccc1O)c1ccc(OCC2CCCO2)cc1 (stereo not drawn) | 11% | -5% | -10% | 0% | 11% | -0.4% | -5% | x | 0.9%
CCOC(=O)c1c(NC(=O)C(=O)N/N=C/c2ccc(OCC)cc2)sc2c1CCCCC2 | 8% | -16% | -5% | -5% | 5% | 1.6% | -2% | 8.6% | 2.9%
O=C(CSCc1c(F)cccc1F)Nc1ccccc1 | 14% | 15% | 0% | -5% | 18% | 1.1% | x | x | 0.9%
COc1ccc(S(=O)(=O)c2c(O)c3ccc(C(=O)Nc4ccccc4Cl)cc3[nH]c2=O)cc1 | 8% | -1% | -10% | 7% | 12% | 1.0% | -6% | x | -0.8%
CC1CCN(C(=O)CSc2nc(N)c(NC(=O)c3ccccc3)c(=O)[nH]2)CC1 | 8% | 2% | -5% | 4% | 6% | 0.6% | -1% | x | 0.1%
O=S(=O)(c1ccc(Cl)cc1)N(Cc1ccccn1)Cc1ccccn1 | 1% | -14% | -8% | -6% | 6% | -0.9% | -5% | x | 0.2%
CC(=O)c1ccc(-c2ccc([C@H]3[C@H]4C=CC[C@@H](C)[C@@H]4C(=O)N3Cc3ccccc3)c(F)c2)cc1 | 20% | 2% | 12% | -4% | 1% | 1.5% | -4% | x | -4.3%
CCc1ccc(CNC(=O)c2ccc3c(c2)NC(=O)C(N2CCOCC2)S3)cc1 (stereo not drawn) | -4% | 58% | -6% | -6% | -9% | -0.1% | -4% | x | 17%
COCc1ccc(CN2CCC(n3nccc3NC(=O)CCCc3ccccc3)CC2)o1 | x | 1% | -13% | 2% | 3% | -0.6% | -3% | x | -1.4%
COc1ccc(C2C(C#N)=C(N)Oc3cc(C)[nH]c(=O)c32)cc1OC (stereo not drawn) | 17% | -4% | 0% | -7% | 14% | 1.2% | -3% | x | 0.8%
COc1cc2c(cc1OC)C(c1ccc(-c3ccccc3Cl)o1)=NCC2 | 12% | 1% | 3% | -4% | 8% | 0.5% | 3% | 0.1% | -2.2%
O=C(Cc1ccc(S(=O)(=O)N2CCCCC2)s1)Nc1cccc2ccccc12 | 5% | 9% | 0% | -1% | 5% | -0.4% | 1% | 9.3% | 1.7%
COc1cccc(N2CC(C(=O)Nc3nnc(SCc4ccccn4)s3)CC2=O)c1 (stereo not drawn) | 7% | 17% | 2% | -3% | 10% | 0.0% | 1% | 1.4% | 1.3%
COc1cccc(-c2nnc3sc(-c4cccs4)nn23)c1 | 3% | 18% | -1% | 5% | 7% | -0.9% | -8% | -0.4% | 0.5%
COC(=O)C(NC(=O)CSc1nc(N)cc(=O)[nH]1)c1ccccc1 (stereo not drawn) | 3% | -10% | 3% | 2% | 0% | 0.0% | -9% | -0.5% | -0.6%
CC(C)(C)NC(=O)CSc1nnc(CN2CCCCCC2=O)n1-c1ccccn1 | 8% | -1% | -13% | -2% | -3% | 0.0% | -7% | 0.4% | 0.0%
COC(=O)c1ccc(NC(=O)CSc2nncn2C)cc1 | 2% | 8% | -9% | 16% | 13% | -0.1% | 0% | -1.7% | 2.2%

3 neighbouring compounds out of the list so far, for reference:
SMILES | SV40 large T antigen | GPR35 antagonists | LYP inhibition | PhoP inhibition | MgcRacGAP inhibition | West Nile antiviral | Dengue-2 NS5 capping | CSM14.1 death rescue | RSV CPE inhibition | others
COc1ccc(C2C(C#N)=C(N)Oc3cc(C)[nH]c(=O)c32)cc1OC (stereo not drawn) | 17% | -4% | 0% | -7% | 14% | 1.2% | -3% | x | 0.8%
COc1cc2c(cc1OC)C(c1ccc(-c3ccccc3Cl)o1)=NCC2 | 12% | 1% | 3% | -4% | 8% | 0.5% | 3% | 0.1% | -2.2%
O=C(Cc1ccc(S(=O)(=O)N2CCCCC2)s1)Nc1cccc2ccccc12 | 5% | 9% | 0% | -1% | 5% | -0.4% | 1% | 9.3% | 1.7%
